Exocytosis inh – lytic granule exocytosis inhibition | 360,000 compounds, 0.66% hits | inhibition, % at 10 µM | TALL-104 LAMP-1 surface exposure, flow cytometry; cells stimulated with thapsigargin and PMA;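 active = inhibition above about 55%, limit read from the data; inconclusive = no clear call, values can overlap the other calls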
PDI inh – inhibitors of human protein disulfide isomerase | PDI insulin aggregation turbidity, A650, 90 min | inhibition, % at 10 µM | 350,000 compounds, 0.052% hits | AID 588391;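 active = mean inhibition across replicates of 30% or more, whatever share of single replicates reach that level; inconclusive = mean inhibition below 30% while every single replicate reaches 30%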;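 also: absorbance from insulin aggregation driven by PDI reduction with DTT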
CaV13 ICDI inh – Primary screen for inhibitors of IQ motif and Ca2+-dependent inactivation inhibitor domain binding in CACNA1D, Förster resonance energy transfer in living cells, …. 340,000 compounds, 0.098% hits. HEK cells, CFP/YFP FRET ICDI-IQ, plate reader, 10 min; percent FRET-ratio fall versus neutral wells. AID 743397. inhibition, % at 12.3 µM;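 active = mean replicate inhibition of at least 30% and at least 1% of replicates passing that level; inconclusive = only one of the two criteria is met; inactive = neither criterion is met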;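 also: 0% = median of the neutral control wells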
H9c2 protect – myocardial damage modulation in H9c2 cells. H9c2 cardiomyocytes, H2O2 injury protection, ATPLite, 2 h. protection from H2O2 cell death, % at 20 µM. 360,000 compounds, 0.63% hits. AID 588492;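 active = compounds giving at least 50% protection of heart cells from peroxide-induced death in the single-dose screen, raw or plate-pattern-corrected value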;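 also: 0% = DMSO wells with peroxide and 100% = DMSO wells without peroxide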
HTR2A ag – activates the mouse 5-HT2A serotonin receptor | CHO-K1 mHTR2A beta-arrestin complementation, luminescence; percent of 30 µM serotonin response | activation, % at 7.6 µM | P35363 | 360,000 compounds, 0.66% hits | AID 624169;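 active = activation above a run cutoff, the mean activation of all tested compounds plus 3 SD, cut at about 14% in these data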;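 also: 0% = plate median of compound wells and 100% = 30 µM serotonin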
N-glyco inh – N-linked glycosylation inhibition; D54 ERlucT glycosylation luciferase reporter, 24 h; percent of 100 nM tunicamycin response; reporter increase, % at 12.5 µM; 360,000 compounds, 0.23% hits;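 active = mean luciferase reporter signal, scaled so untreated is 0 and the glycosylation-blocking control 100, at or above a set limit in every replicate; inconclusive = mean reaches the limit but not every replicate does; inactive = mean below the limit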;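 also: luciferase carries N-glycosylation sites so blocking glycosylation raises the light; 0% = median of neutral control wells and 100% = median of 100 nM tunicamycin wells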
MC4R antagonist – antagonists of human melanocortin 4 receptor (MC4R); P32245; AID 540295; MC4R-expressing cells, MTII-stimulated cAMP, LANCE TR-FRET; inhibition, % at 6.5 µM; 360,000 compounds, 0.48% hits;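 active = inhibition above its plate's cutoff, the mean of tested wells on that plate plus 3 SD, cut at about 29% in these data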;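 also: 0% = Melanotan II alone and 100% = Melanotan II plus saturating MCL0020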
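system = U2OS cells with stable human MC4R expression | also added = Melanotan II challenge after compound preincubation | dosing = one concentration, 6.5 µM nominal | incubation = compound 30 min, challenge 1 h, detection 1 h | measured by = TR-FRET with Eu-cAMP and labeled anti-cAMP, 671 nm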
ABHD5-PLIN5 inh – inhibitors of human ABHD5-perilipin-5 interaction; Q00G26+Q8WTS1; Split G. princeps luciferase complementation, luminescence, 4 h; inhibition, % at 4 µM; 360,000 compounds, 0.78% hits; AID 602281;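 active = inhibition above the mean inhibition across every tested compound plus 3 SD, cut at about 22% in these data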;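 also: 0% = DMSO only wells and the 100% control is not disclosed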
MC4R ag barr – activates human MC4R beta-arrestin recruitment; P32245; U2OS MC4R beta-arrestin complementation, luminescence; percent of melanotan II response, DMSO zero; activation, % at 8.9 µM; 360,000 compounds, 0.98% hits;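 active = activation above a per-plate cutoff, the mean activation of sample wells on that plate plus 3 SD, cut at about 8% in these data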
ABCB6 inh MLPCN – human ABCB6 transporter inhibition | Q9NP58 | K562-ABCB6 porphyrin accumulation, flow cytometry, 1 h; hits give low values | fluorescence ratio to DMSO, % at 10 µM | 360,000 compounds, 0.19% hits;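 active = fluorescence ratio to DMSO below 75%, the collection mean minus 3 SD; inconclusive = too few cells collected in the well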;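 also: signal is porphyrin accumulated inside mitochondria; 100% equals median channel fluorescence of DMSO control wells; lower ratio means ABCB6 inhibition with less porphyrin fluorescence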
Target sequence (Q9NP58 whole entry, looked up): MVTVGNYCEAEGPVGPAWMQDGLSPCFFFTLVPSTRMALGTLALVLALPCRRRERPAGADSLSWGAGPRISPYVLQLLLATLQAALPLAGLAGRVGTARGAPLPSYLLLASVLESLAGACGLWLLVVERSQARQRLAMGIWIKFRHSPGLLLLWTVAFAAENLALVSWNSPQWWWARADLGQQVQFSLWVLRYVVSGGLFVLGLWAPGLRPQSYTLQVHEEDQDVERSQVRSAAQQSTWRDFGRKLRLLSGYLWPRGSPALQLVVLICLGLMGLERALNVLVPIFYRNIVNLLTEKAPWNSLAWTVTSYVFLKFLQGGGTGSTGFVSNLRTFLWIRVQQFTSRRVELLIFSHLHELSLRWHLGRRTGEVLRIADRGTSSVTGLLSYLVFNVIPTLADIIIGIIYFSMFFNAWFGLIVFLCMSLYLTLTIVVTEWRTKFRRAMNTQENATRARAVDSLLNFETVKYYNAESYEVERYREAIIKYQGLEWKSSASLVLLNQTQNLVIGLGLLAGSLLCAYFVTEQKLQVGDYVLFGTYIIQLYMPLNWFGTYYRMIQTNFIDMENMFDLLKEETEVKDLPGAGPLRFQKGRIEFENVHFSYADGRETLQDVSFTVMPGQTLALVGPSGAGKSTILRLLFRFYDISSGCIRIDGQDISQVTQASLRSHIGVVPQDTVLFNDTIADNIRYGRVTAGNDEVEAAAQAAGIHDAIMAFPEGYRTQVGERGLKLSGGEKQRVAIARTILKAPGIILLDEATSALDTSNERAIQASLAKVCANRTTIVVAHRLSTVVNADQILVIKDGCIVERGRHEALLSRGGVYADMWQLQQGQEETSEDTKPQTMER
Numbers without * were called inactive; ? = inconclusive; . = no result given; & = joins results of further samples. Random draw from the library (roughly 4.2% active in at least one column).

SMILES | Exocytosis inh | PDI inh | CaV13 ICDI inh | H9c2 protect | HTR2A ag | N-glyco inh | MC4R antagonist | ABHD5-PLIN5 inh | MC4R ag barr | ABCB6 inh MLPCN
COc1ccc(-c2nnc(N(C)C(=O)C3CCCO3)s2)cc1 (centres undefined) | -9 | -5 | -6 | -8 | 8 | -1 | -4 | 0 | -2.0 | 97
O=C(CSc1ccc2nnc(CCNC(=O)c3ccccc3)n2n1)Nc1ccccc1 | -1 | -3 | -2 | 7 | -2 | 1 | 9 | 3 | -1.5 | 99
Cc1cc(NC(=O)COC(=O)C2CC(=O)N(c3ccc(Cl)cc3)C2)no1 (centres undefined) | 16 | 10 | -4 | -2 | -1 | 1 | 14 | -2 | -1.7 | 98
CCOC(=O)Cc1csc(NC(=O)c2ccc(S(=O)(=O)N3CCCCC3)cc2)n1 | 1 | 7 | -3 | -11 | 4 | -1 | 3 | -3 | 0.9 | 94
CCC(C(=O)NC1CCCCC1)N(CC1CCCO1)C(=O)CNS(=O)(=O)c1ccc(OC)cc1 (centres undefined) | 0 | -2 | -2 | 0 | 5 | 4 | 14 | -12 | -0.7 | 98
Cc1csc(SCC(=O)Nc2ccc(S(=O)(=O)N3CCCC3)cc2)n1 | 8 | 1 | . | 0 | -5 | -6 | -4 | -2 | -2.0 | 103
CC1C/C(=N/N=C2/NC(=O)CS2)CC(C)(C)C1 (centres undefined) | 1 | -7 | -6 | 6 | -1 | 5 | 4 | -6 | -1.0 | 95
CCOc1ccc(NC(=O)c2ccc(NC(=O)c3ccccc3Br)cc2)cc1 | 2 | -4 | -6 | 3 | 3 | -4 | 11 | -8 | 0.5 | 93
CN(C)C(CNC(=S)Nc1ccc(F)cc1)c1cccnc1 (centres undefined) | 3 | -3 | -2 | 4 | -2 | 3 | 2 | 0 | -1.9 | 100
CCOc1c(C)cc(-c2ncccc2O)cc1C | 1&-1 | 2&8 | -4 | 6&7 | 3&-4 | 3&2 | 7&-1 | -6&0 | 3.2&-2.5 | 98&96
Cc1ccc(C)c(NC(=O)CN(C)C(=O)c2ccc(S(=O)(=O)N(C)c3ccccc3)cc2)c1 | 4 | 9 | -2 | 4 | -4 | -1 | 3 | 5 | -1.6 | 92
Cc1cccc(NC(=O)CSc2ncnc3nc[nH]c23)c1 | 19 | 7 | -7 | 3 | -5 | 1 | 2 | 1 | 0.0 | 186
CCc1cc(=O)oc2c(C)c(OC(C)C(=O)NCCCN3CCOCC3)ccc12 (centres undefined) | -2 | -3 | -2 | -6 | 7 | 2 | 16 | 0 | -2.9 | 100
C=CCNC(=O)c1ccccc1NC(=O)c1ccccc1C | -3 | 6 | -5 | -2 | -6 | 2 | 3 | 2 | -1.2 | 99
COc1ccccc1NC(=O)CSc1nn2c(=O)c(C)nnc2s1 | 1 | -7 | -5 | -1 | 3 | 0 | 4 | -2 | -1.1 | 94
COC(C[C@@H]1O[C@@H]1[C@@H](O)COCc1ccccc1)OC | -12 | 1 | -5 | -3 | 12 | 3 | 9 | 8 | -1.5 | 101
COc1cccc(/C=C2\CCCCC2=O)c1 | ? | ? | -3 | -4 | 1 | 0 | 5 | 18 | 0.6 | 100
CCOC(=O)NC(c1ccccc1)C1CCCCC1=O (centres undefined) | -1 | 4 | -1 | 5 | 7 | 2 | -1 | -2 | 0.6 | 90
CCCCCN1C/C=C\C(c2ccc(OC)cc2)N(Cc2ccc(F)cc2)C(=O)C1 (centres undefined) | -1 | 2 | -10 | 2 | -1 | -2 | 9 | -7 | 0.8 | 99
O=C(CCc1nc2ccccc2s1)NC1CCOC1=O (centres undefined) | -2 | 17 | 2 | 8 | 1 | 1 | 6 | 3 | -0.6 | 97
CC(C)NC(=O)C1(C)CCN1C(=O)c1ccccc1F (centres undefined) | -10 | -1 | -5 | 2 | 4 | 2 | -2 | 10 | 1.2 | 105
CCOc1ccc(NC(=O)COc2ccc(C(=O)NCCc3ccccc3)cc2)cc1 | 0 | -3 | -5 | 0 | -2 | -1 | -4 | -1 | -1.4 | 80
CC12COC3(C(=O)N4CCN(c5ccccn5)CC4)CC1CCC32C (centres undefined) | -2 | -9 | -13 | -4 | 6 | 0 | 6 | 0 | -1.6 | 98
O=C(COc1ncnc2sccc12)N1CCc2ccccc2C1 | 2 | 3 | -5 | 5 | 4 | -1 | 19 | -1 | 2.5 | 99
COc1ccc(NC(=O)c2ccc(OC(=S)N(C)c3ccc(OC)cc3)cc2)cc1 | 2 | 0 | -5 | -2 | -1 | -4 | 9 | -6 | 2.0 | 97

Other entries follow.
SMILES | Exocytosis inh | PDI inh | CaV13 ICDI inh | H9c2 protect | HTR2A ag | N-glyco inh | MC4R antagonist | ABHD5-PLIN5 inh | MC4R ag barr | ABCB6 inh MLPCN
CCN(C(=O)Cn1nnc(-c2ccccc2)n1)C1CCS(=O)(=O)C1 (centres undefined) | 12 | -3 | -7 | 5 | 0 | -1 | 18 | -10 | -3.2 | 105
O=C(C(=S)N1CCOCC1)c1c[nH]c2ccccc12 | -2 | 1 | 1 | 4 | 3 | 6 | 30* | 3 | 3.2 | 93
Cc1ccc(S(=O)(=O)NC(=O)Nc2c(C)n(C)n(-c3ccccc3)c2=O)cc1 | 2 | 9 | -9 | 2 | -1 | 1 | 21 | 1 | -1.2 | 99
O=C(OCc1nnc(-c2ccccc2Br)o1)c1ccco1 | -5 | -4 | -2 | 3 | 1 | 3 | 2 | 5 | 0.0 | 103
CCNC(=S)N=Nc1c(O)[nH]c2ccc(C(C)C)cc12 | 3 | 7 | -2 | 7 | -3 | 12 | -16 | 2 | 1.9 | 100
COc1ccc(-n2nnnc2CNC(=O)c2c(-c3ccccc3Cl)noc2C)cc1 | 5 | 5 | -4 | -2 | 7 | 1 | 1 | -9 | -1.2 | 98
Cc1cccc(Nc2nc(NCCCN3CCOCC3)nc(N)c2[N+](=O)[O-])c1 | -4 | 1 | -6 | 8 | -5 | 12 | 1 | 13 | -0.9 | 91
Cc1cc(C)c(NC(=O)C2CC3CCC2C3)c(C)c1 (centres undefined) | 0 | -5 | . | 6 | 8 | 0 | -1 | 6 | -1.0 | 100
O=C(O)C1CSC2c3ccccc3C(=O)N12 (centres undefined) | -1 | 8 | -10 | 4 | -3 | 3 | 7 | -7 | -2.8 | 91
CCCc1cc(=O)oc2c(C)c(OC(C)C(=O)NCc3ccccn3)ccc12 (centres undefined) | -4 | -1 | -2 | 3 | -7 | -3 | 6 | -1 | -3.0 | 103
O=S(=O)(c1ccccc1Cl)N1CCCC1c1nc(-c2cccc(Cl)c2)no1 (centres undefined) | 6 | 7 | -6 | -22 | -8 | -2 | 6 | -4 | 0.7 | 78
O=C(NCc1ccncc1)c1csc([C@@H]2O[C@H](CO)[C@@H](O)[C@H]2O)n1 | -12 | 8 | -6 | -6 | 0 | 1 | -5 | -8 | -0.1 | 94
Cc1ccc(OCC(=O)N/N=C\c2ccco2)c(C)c1 | 0 | 11 | -2 | 1 | 0 | -2 | 5 | -2 | 1.8 | 100
O=C(Cc1ccccc1)CC(CC(=O)c1ccccc1)c1ccccc1 (centres undefined) | 16 | 14 | -6 | -3 | -4 | -3 | 3 | -5 | -0.7 | 96
CC(=O)c1ccc(OCC(=O)N2CCCC2c2ccc3c(c2)OCCCO3)cc1 (centres undefined) | 4 | 5 | -6 | -5 | 0 | 2 | 7 | -7 | 0.1 | 102
O=C(NC(C(=O)N/N=C/c1ccncc1)c1n[nH]c(=O)c2ccccc12)c1ccccc1 (centres undefined) | -10 | -3 | -2 | 5 | 4 | 3 | -2 | 8 | -1.5 | 109
CC(C)(C)C(=O)NC(=S)Nc1ccc(F)cc1 | -4 | 12 | -3 | -8 | 4 | -1 | 3 | 3 | 0.1 | 100
Cc1ccc(CNc2nc(N)c([N+](=O)[O-])c(NCCO)n2)cc1 | -9 | 1 | -6 | 3 | -6 | 9 | -13 | -1 | -1.7 | 95
Cc1ccc2c(c1)/C(=C/c1ccco1)C(=O)N2 | 1 | -12 | -16 | 4 | -2 | 5 | -6 | 4 | -2.0 | 101
O=C1CN(C(=O)CSc2nnc3ccccn23)c2ccccc2N1 | -3 | 4 | -3 | -3 | 6 | 1 | 7 | -2 | -0.6 | 98
CCOC(=O)c1[nH]c(=S)n(-c2ccccc2)c1C(=O)OCC | 3 | 4 | -7 | 5 | 1 | 1 | 6 | -5 | -1.5 | 99
COc1ccc(-c2nn(-c3ccccc3)cc2C(=O)n2nnc3ccccc32)cc1 | 3 | 1 | . | 6 | 1 | 2 | -5 | -3 | -0.3 | 94
O=C(CCn1cccc1)Nc1ccc(F)cc1 | 0 | 0 | -3 | 1 | 1 | 0 | -4 | 4 | -2.2 | 94
CC(C)(C)NS(=O)(=O)c1ccc(CCC(=O)NCc2ccccn2)cc1 | -9 | 1 | -8 | 6 | 4 | 0 | -2 | 0 | -1.3 | 99
c1ccc2cc(CCCc3cc4ccccc4cn3)ncc2c1 | -3 | -4 | -5 | 9 | -4 | 0 | -3 | 1 | 0.0 | 96
C/C=C(/C)C(=O)Nc1cccc(C2=NOC3(C2)C[C@@H](C(N)=O)N(C(=O)CC(c2ccccc2)c2ccccc2)C3)c1 (some centres undefined) | 8 | 7 | -5 | 8 | -1 | -2 | 12 | -4 | -1.1 | 93
CC(=O)C1=C(O)C(=O)N(CCC(=O)O)C1c1ccccc1[N+](=O)[O-] (centres undefined) | 10 | 0 | -4 | -4 | 4 | 1 | 9 | -10 | -0.6 | 97
CCS(=O)(=O)Nc1ccc(C(=O)OC)cc1 | -1 | -4 | -3 | -3 | 6 | 3 | 6 | 1 | -1.2 | 99

Structures listed so far with fluorine:
SMILES | Exocytosis inh | PDI inh | CaV13 ICDI inh | H9c2 protect | HTR2A ag | N-glyco inh | MC4R antagonist | ABHD5-PLIN5 inh | MC4R ag barr | ABCB6 inh MLPCN
CN(C)C(CNC(=S)Nc1ccc(F)cc1)c1cccnc1 (centres undefined) | 3 | -3 | -2 | 4 | -2 | 3 | 2 | 0 | -1.9 | 100
CCCCCN1C/C=C\C(c2ccc(OC)cc2)N(Cc2ccc(F)cc2)C(=O)C1 (centres undefined) | -1 | 2 | -10 | 2 | -1 | -2 | 9 | -7 | 0.8 | 99
CC(C)NC(=O)C1(C)CCN1C(=O)c1ccccc1F (centres undefined) | -10 | -1 | -5 | 2 | 4 | 2 | -2 | 10 | 1.2 | 105
CC(C)(C)C(=O)NC(=S)Nc1ccc(F)cc1 | -4 | 12 | -3 | -8 | 4 | -1 | 3 | 3 | 0.1 | 100
O=C(CCn1cccc1)Nc1ccc(F)cc1 | 0 | 0 | -3 | 1 | 1 | 0 | -4 | 4 | -2.2 | 94

Compound activity deposited in PubChem by several laboratories.
